KLK5 inh = inhibitors of human kallikrein 5. Q9Y337. 210,000 compounds, 0.59% hits. recombinant hK5, fluorogenic AMC substrate cleavage. inhibition, % at 5 µM;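 active = inhibition of 40% or more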;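 also: 0% = enzyme controls without compound and 100% = no-enzyme blanks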
Furin inh = blocks human furin protease activity; P09958; purified furin, fluorogenic substrate cleavage; inhibition, % at 30 µM; 220,000 compounds, 0.061% hits; AID 463115; in the data active = inhibition above about 25%; also: inactives centre near -15
FXIa inh 1536 = factor XIa (human) inhibition | P03951 | purified FXIa, Boc-Glu-Ala-Arg-AMC fluorogenic substrate | inhibition, % at 5 µM | 220,000 compounds, 0.14% hits;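 active = inhibition of at least 40%; inactive = inhibition below 40%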;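 also: fluorescence of freed AMC excited at 355 nm; 0% = enzyme without compound and 100% = no enzyme blank; many of its hits are not listed in these tables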
p97 ATPase inh = human p97 ATPase inhibition; 220,000 compounds, 0.42% hits; recombinant p97 ATPase, Kinase-Glo ATP luminescence, 3 h; inhibition, % at 8 µM; in the data active = inhibition above about 15%;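 also: 0% = DMSO vehicle and 100% = wells lacking enzyme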
FXIIa inh = blocks human coagulation factor XIIa protease activity; P00748; purified FXIIa, Boc-QGR-AMC fluorogenic substrate, 2 h; inhibition, % at 5 µM; 220,000 compounds, 0.3% hits; AID 800; in the data active = inhibition above about 40%;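 also: 0% = enzyme with no compound and 100% = blank without enzyme; many of its hits are not listed in these tables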
Wee1 stabilizer = blocks degradation of human Wee1 kinase; 220,000 compounds, 1.2% hits; reporter increase, % at 5 µM; P30291; HeLa Luc-Wee1K328M stability, luciferase luminescence; 100% = proteasome inhibitor MG132 effect;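 active = activation above the mean of all tested compounds plus 3 SD, set per screening run, cut at about 8.8% in these data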;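 also: cells exposed to compound for 20 h before luminescence read; 0% = DMSO alone and 100% = MG132 at 30 µM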
Thrombin inh = thrombin (human) inhibition; P00734; alpha-thrombin, Boc-VPR-AMC fluorogenic substrate cleavage; inhibition, % at 5 µM; 220,000 compounds, 0.26% hits;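 active = inhibition at or above 40%; inactive = inhibition below 40%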;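 also: 0% = enzyme with no compound and 100% = wells without enzyme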
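System: Human alpha-thrombin protein | Medium: pH 7.5 Tris (50 mM) with NaCl 150 mM, Tween 20 0.05% | Times: Enzyme reaction carried out at room temperature | Detection: AMC fluorescence, 355/460 nm | Evaluation: Percent inhibition scaled between no-compound controls and no-enzyme blanks | Benchmarks: Enzyme without compound as high, wells lacking enzyme as low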
PERK inhibitor = blocks human PERK kinase; 220,000 compounds, 0.17% hits; Q9NZJ5; CHO PERK-DD fusion, SEAP luminescence translation reporter; inhibition, % at 5.6 µM;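 active = inhibition above the mean inhibition of all tested compounds plus 3 SD, set separately per screening campaign, cut at about 2.9% in these data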;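 also: PERK kinase domain activated by AP20187 dimerizer at 100 nM; 0% = DMSO with dimerizer and 100% = rapamycin at 8.4 µM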
Cl transport mod = modulators of human KCC2 chloride dependent transport; Q9H2X9; KCC2 cells, thallium flux FluoZin-2 fluorescence; B-score of Tl+ flux slope (higher = more flux/activation; lower = inhibition) at 10 µM; 190,000 compounds, 2.2% hits; AID 1456;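 active = thallium flux slope and its plate-corrected score both differing from the plate sample mean at a set confidence after two filtering rounds, in either direction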;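 also: slope of fluorescence scaled to starting intensity during 10 to 20 s after thallium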
Target sequence (Q9H2X9 whole entry, looked up): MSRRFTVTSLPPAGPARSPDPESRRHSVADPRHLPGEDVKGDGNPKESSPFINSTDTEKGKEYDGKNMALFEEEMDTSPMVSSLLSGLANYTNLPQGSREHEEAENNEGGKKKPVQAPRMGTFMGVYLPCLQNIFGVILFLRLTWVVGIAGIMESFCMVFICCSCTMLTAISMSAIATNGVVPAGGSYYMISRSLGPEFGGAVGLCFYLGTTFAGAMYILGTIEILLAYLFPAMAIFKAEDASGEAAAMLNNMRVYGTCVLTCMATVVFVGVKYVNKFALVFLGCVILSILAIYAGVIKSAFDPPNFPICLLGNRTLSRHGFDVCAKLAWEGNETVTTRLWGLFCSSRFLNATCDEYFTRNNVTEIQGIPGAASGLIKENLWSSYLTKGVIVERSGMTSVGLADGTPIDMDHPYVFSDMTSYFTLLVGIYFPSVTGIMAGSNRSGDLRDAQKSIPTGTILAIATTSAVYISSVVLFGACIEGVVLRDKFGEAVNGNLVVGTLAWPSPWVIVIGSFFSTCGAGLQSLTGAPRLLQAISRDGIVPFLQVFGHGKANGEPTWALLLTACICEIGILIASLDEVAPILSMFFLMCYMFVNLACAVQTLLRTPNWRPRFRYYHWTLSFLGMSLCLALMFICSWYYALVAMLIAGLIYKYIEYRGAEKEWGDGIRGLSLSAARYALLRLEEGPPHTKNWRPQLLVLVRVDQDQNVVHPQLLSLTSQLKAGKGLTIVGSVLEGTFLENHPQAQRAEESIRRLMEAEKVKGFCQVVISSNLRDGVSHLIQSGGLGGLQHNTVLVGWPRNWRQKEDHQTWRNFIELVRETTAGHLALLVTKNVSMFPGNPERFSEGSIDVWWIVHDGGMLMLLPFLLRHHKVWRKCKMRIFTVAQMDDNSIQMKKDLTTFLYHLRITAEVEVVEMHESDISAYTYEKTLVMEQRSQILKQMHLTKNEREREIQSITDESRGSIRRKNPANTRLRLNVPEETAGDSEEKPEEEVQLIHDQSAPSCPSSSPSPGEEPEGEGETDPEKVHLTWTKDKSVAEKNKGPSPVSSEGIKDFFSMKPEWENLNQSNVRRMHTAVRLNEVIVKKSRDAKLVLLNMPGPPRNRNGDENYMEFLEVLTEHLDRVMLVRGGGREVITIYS
Numbers without * were called inactive; i = inactive; · = not tested or not shown; [ ] = another dose, or the depositor's remark.

SMILES	KLK5 inh	Furin inh	FXIa inh 1536	p97 ATPase inh	FXIIa inh	Wee1 stabilizer	Thrombin inh	PERK inhibitor	Cl transport mod
O=C(NC1(O)C(=O)c2ccccc2C1=O)c1ccc(C(F)(F)F)cc1	0	-2	1	27*	15	-1	4	0.9	-1.4
Cc1cc2c(nc1C)CCCN2C[C@@H](C)O/N=C1/[C@H]2CCn3c(=O)n(-c4ccccc4)c(=O)n3[C@H]2[C@H](O)[C@@H]2O[C@H]12	-14	-31	5	1	14	1	1	0.1	0.3
O=[N+]([O-])c1cc(-c2cnc3ccccc3n2)ccc1Oc1ccc(Br)cc1	-21	0[20 µM]	6	-1	8	2	-2	1.6	1.8
CC(C)Oc1c(N2CCOCC2)c(=O)c1=O	-1	-19	-2	5	6	0	-1	1.1	0.11
Cc1ccc(NC(=O)C2CCCN2S(=O)(=O)c2ccc(F)cc2)c(C)c1 (stereo unspecified)	-4	-15[20 µM]	3	-7	12	-2	-2	-1.0	-0.84
O=C(CCSCCC(=O)NCc1ccccc1)NCc1ccccc1	-3	-8[20 µM]	-8	2	4	-3	-7	1.6	-0.57
O=C(/C=C/c1cccs1)N1CCN(c2ccc(O)cc2)CC1	-13	-8	-7	-1	2	2	-3	0.7	0.066
Cc1cc(N/C=C/C(=O)c2cccs2)ccc1F	-3	-17	-4	4	12	1	0	-0.8	0.7
N#CC(c1ccc(Cl)cc1)c1ccc(Cl)nn1 (stereo unspecified)	1	-23[20 µM]	2	5	10	1	4	0.6	0.86
CC(=O)Nc1ccccc1OC(C)C(=O)N1CC(C)CC(C)C1 (stereo unspecified)	5	-18	14	5	6	-1	0	1.4	0.86
COCc1cc(C)nc(OCC(=O)N/N=C/c2ccc(OC)c(OC)c2)c1C#N	-22	-16	-5	-1	11	2	-10	-0.7	0.6
Cc1ccc(-c2nnc(NCc3nc4ccccc4[nH]3)c3ccccc23)cc1S(=O)(=O)N1CCOCC1	-6	-17	4	15*	6	-1	1	-0.5	-0.73
CCCCOc1ccc(C(=O)CCN2CCOCC2)cc1	7	-10	8	-6	10	0	0	0.2	0.012
Cc1cc(NC(=O)C2CCCCC2)ccc1NC(=O)c1ccccc1Cl	-4	-21	7	5	12	-1	2	-0.8	0.7
CSc1nc2c(c(=O)[nH]1)C(c1cccc(Cl)c1Cl)CC(=O)N2 (stereo unspecified)	-5	-25	1	2	-1	-3	-12	1.1	-0.36
O=C(NC1CCCC1)C(=O)N(Cc1cccnc1)C(C(=O)NCc1ccco1)c1ccccc1F (stereo unspecified)	1	-19	-2	0	7	-2	-6	0.1	0.88
CCOc1ccc(C2NC(=O)C(C#N)=C(S)N2c2ccc(OC)cc2)cc1OC (stereo unspecified)	-9	-1[20 µM]	3	7	12	-1	6	0.5	0.17
Cn1c(=O)c(Nc2ccc(Cl)cc2)c2c3c(cccc31)C(=O)c1ccccc1-2	·	3	2	3	11	1	3	0.6	i
COC(=O)C1=C(C)N(CC2CC2)C(=O)N[C@H]1c1ccc(Br)cc1	-13	-1	-5	0	7	1	-4	-0.1	3
CCC(C)n1c(SCc2ccccc2)nc2ccsc2c1=O (stereo unspecified)	-3	-4	-4	-6	-6	0	-7	-0.7	-4.2
N#Cc1nc(Cc2ccccc2)oc1NCCCn1ccnc1	-1	-23	1	6	12	3	-2	0.7	·
COCC(=O)Nc1nc2ccc(S(C)(=O)=O)cc2s1	-17	-1	6	-3	13	0	-3	0.1	·
CC(=O)c1cccc(NC(=O)C2C3C=CC(C3)C2C(=O)O)c1 (stereo unspecified)	4	-17	2	1	11	-3	-5	0.8	1.3
CCOC(=O)N1CCC(NCc2c(C(=O)N(C)Cc3ccccc3)nc3ccccn23)CC1	·	-13	2	2	8	1	0	0.5	·
CCOc1ccc(-n2ccnc2SCC(=O)Nc2nnc(CC)s2)cc1	-3	1	-7	6	5	-3	-2	-0.7	-0.02
CSc1ccc(S(=O)(=O)NCCSc2ccccn2)cc1	2	-12[20 µM]	-1	4	11	4	-3	-0.5	-0.38
CCOC(=O)N1CCN(C(=O)CSc2nc3c(cnn3-c3ccc(Cl)cc3)c(=O)[nH]2)CC1	-4	-21	3	0	20	1	-5	0.6	-0.72
NC(=O)CSc1nnc(CNc2cccc(Cl)c2)n1CCc1ccccc1	-9	-16	-3	-4	10	-2	-3	0.3	-1.1
Cc1cc(C)c(C2C3=C(Nc4c2c(C)nn4-c2ccccn2)c2ccccc2C3=O)c(C)c1 (stereo unspecified)	-14	-24	-2	4	2	-1	-4	0.1	-0.55
COC1(OC)C(/C=C/c2ccc(C)cc2)C(C#N)(C#N)C1(OC)OC (stereo unspecified)	-7	-7[20 µM]	2	-1	13	0	-1	-0.8	0.93

Record cards, as listed above.
Results for NC(=O)CSc1nnc(CNc2cccc(Cl)c2)n1CCc1ccccc1 : KLK5 inh: -9; Furin inh: -16; FXIa inh 1536: -3; p97 ATPase inh: -4; FXIIa inh: 10; Wee1 stabilizer: -2; Thrombin inh: -3; PERK inhibitor: 0.3; Cl transport mod: -1.1
Results for N#Cc1nc(Cc2ccccc2)oc1NCCCn1ccnc1 : KLK5 inh: -1; Furin inh: -23; FXIa inh 1536: 1; p97 ATPase inh: 6; FXIIa inh: 12; Wee1 stabilizer: 3; Thrombin inh: -2; PERK inhibitor: 0.7; Cl transport mod: ·

The list continues.
SMILES	KLK5 inh	Furin inh	FXIa inh 1536	p97 ATPase inh	FXIIa inh	Wee1 stabilizer	Thrombin inh	PERK inhibitor	Cl transport mod
Cc1cc(C)n(Cc2ccc(C(=O)O)cc2)n1	-20	-13[20 µM]	1	0	12	0	0	0.2	0.093
CC1=C(C(=O)OCC2CCCO2)C(c2coc3ccccc3c2=O)C2=C(CCCC2=O)N1 (stereo unspecified)	-6	-17	-3	3	7	0	2	0.1	1.5
COc1ccc(OC)c(NC(=O)Cn2cc(C=O)c3ccccc32)c1	0	-23	2	4	8	0	1	1.3	1.7
CCOCCCNC(=O)CCC(=O)NNc1nc2ccccc2c2nc(-c3ccccc3)nn12	-63	-8	1	-2	4	8	3	0.2	2
CCN1C(=O)c2ccccc2Sc2ccc(C(=O)NCCN3CCOCC3)cc21	9	-8	6	-1	13	1	12	-0.7	0.2
COC(=O)N1N=C(c2ccc(Br)cc2)CC1(O)C(F)(F)F (stereo unspecified)	-13	-19	0	-1	4	5	-4	1.3	0.12
Cc1ccc(NC(=O)c2ccc(NCc3ccc(F)cc3)nc2)cc1	-2	-8	-7	4	5	2	-10	-0.1	0.73
COc1cc(C2NC(=S)NC(c3ccccc3)=C2C(C)=O)ccc1O (stereo unspecified)	·	-21	2	1	7	-4	-6	0.2	·
COc1ccc(NC(=O)Cn2cc(S(=O)(=O)Cc3ccccc3)c3ccccc32)c(OC)c1	-6	-21	5	5	4	1	-2	0.4	0.081
Cc1cccn2c(=O)c(C=NCCO)c(NCc3ccco3)nc12	-4	-2[20 µM]	3	-1	23	-2	7	-0.8	-0.51
Cc1nnc(C)n1/N=C/c1cccc([N+](=O)[O-])c1	-4	-19	-5	2	-2	-1	-9	1.1	-1.1
O=C(Nn1cnnc1)c1cc(-c2ccccn2)nc2ccccc12	14	-18	2	5	16	-2	3	0.7	-0.097
O=[N+]([O-])c1ccn(-c2nc(-c3cccs3)cc(C(F)(F)F)n2)n1	7	-27	0	1	5	1	-14	0.7	-0.39
Cc1cccc(CCN(C(=O)Cc2cccs2)C(C(=O)NC2CCCCC2)c2cccnc2)c1 (stereo unspecified)	-5	-9[20 µM]	-4	-4	0	1	-2	1.0	·
COc1ccc(-c2ccc(SCC(=O)NCc3ccco3)nn2)cc1OC	-9	-3	5	8	16	-2	-4	-0.3	-2.5
O=C1N(Cc2cccnc2)C[C@@H]2C[C@@H](c3cccc(C(F)(F)F)c3)N3CCC[C@@]123	·	-22	1	-1	8	2	1	0.9	·
COc1ccc(NC(=O)CN2C(=O)C(C)SC(C)C2=O)c(OC)c1 (stereo unspecified)	-1	-12	7	6	6	1	3	1.2	-0.79
Cc1cc(C(=O)CN2C(=O)C(=O)N(CC(C)C)C2=O)c(C)n1-c1ccccc1F	22	-22	-6	2	10	-2	-2	0.6	-0.53
CCCC(=O)Nc1c(-c2ccc(OC)cc2)c(=O)c2ccccc2n1C	-17	-18[20 µM]	5	2	8	1	-3	-0.7	1.8
CCOCCn1c(=NC(=O)c2cc(Cl)sc2Cl)sc2cc(S(N)(=O)=O)ccc21	-14	-18	4	2	10	1	0	0.5	0.71
CC(=O)c1cc(CN2CCN(C3CCCCC3)C(CCO)C2)cs1 (stereo unspecified)	3	-2	11	-6	10	4	-12	-0.5	-0.53
CCOc1ccc(OCC)c(S(=O)(=O)NCc2cccnc2)c1	0	-20[20 µM]	34	-3	9	0	-1	-0.4	0.83
C/C(CCc1ccc2c(c1)OCO2)=N\N=C(/N)SC1CC(=O)N(c2ccccc2F)C1=O (stereo unspecified)	-10	-23	0	0	6	1	-8	1.5	-0.002
O=C(CSc1nnc(-c2cccnc2)s1)Nc1cccc(C(=O)O)c1	-30	-19	-1	-2	4	0	-7	0.0	-0.53
CC1=C(C(=O)OCCNC(=O)c2cccnc2)C(c2cccc([N+](=O)[O-])c2)C(C(=O)OCCN(C)C)=C(C)N1 (stereo unspecified)	-12	0	11	1	12	0	1	1.0	0.13
COc1cccc(NC(=S)Nc2ccc(Br)cc2Cl)c1	39	0	36	1	41*	2	51*	0.7	2.6

Molecules above with a thiophene ring, fused or not:
SMILES	KLK5 inh	Furin inh	FXIa inh 1536	p97 ATPase inh	FXIIa inh	Wee1 stabilizer	Thrombin inh	PERK inhibitor	Cl transport mod
O=C(/C=C/c1cccs1)N1CCN(c2ccc(O)cc2)CC1	-13	-8	-7	-1	2	2	-3	0.7	0.066
Cc1cc(N/C=C/C(=O)c2cccs2)ccc1F	-3	-17	-4	4	12	1	0	-0.8	0.7
CCC(C)n1c(SCc2ccccc2)nc2ccsc2c1=O (stereo unspecified)	-3	-4	-4	-6	-6	0	-7	-0.7	-4.2
O=[N+]([O-])c1ccn(-c2nc(-c3cccs3)cc(C(F)(F)F)n2)n1	7	-27	0	1	5	1	-14	0.7	-0.39
Cc1cccc(CCN(C(=O)Cc2cccs2)C(C(=O)NC2CCCCC2)c2cccnc2)c1 (stereo unspecified)	-5	-9[20 µM]	-4	-4	0	1	-2	1.0	·
CCOCCn1c(=NC(=O)c2cc(Cl)sc2Cl)sc2cc(S(N)(=O)=O)ccc21	-14	-18	4	2	10	1	0	0.5	0.71
CC(=O)c1cc(CN2CCN(C3CCCCC3)C(CCO)C2)cs1 (stereo unspecified)	3	-2	11	-6	10	4	-12	-0.5	-0.53
